# USP30 block – inhibitors of human USP30 deubiquitinase. Ubiquitin carboxyl-terminal hydrolase 30 (Homo sapiens), Q70CQ3. purified USP30, Ub-rhodamine cleavage fluorescence. inhibition, % at 25 µM. 5.3% of 47,000 active
# Target sequence (Q70CQ3 whole entry, looked up): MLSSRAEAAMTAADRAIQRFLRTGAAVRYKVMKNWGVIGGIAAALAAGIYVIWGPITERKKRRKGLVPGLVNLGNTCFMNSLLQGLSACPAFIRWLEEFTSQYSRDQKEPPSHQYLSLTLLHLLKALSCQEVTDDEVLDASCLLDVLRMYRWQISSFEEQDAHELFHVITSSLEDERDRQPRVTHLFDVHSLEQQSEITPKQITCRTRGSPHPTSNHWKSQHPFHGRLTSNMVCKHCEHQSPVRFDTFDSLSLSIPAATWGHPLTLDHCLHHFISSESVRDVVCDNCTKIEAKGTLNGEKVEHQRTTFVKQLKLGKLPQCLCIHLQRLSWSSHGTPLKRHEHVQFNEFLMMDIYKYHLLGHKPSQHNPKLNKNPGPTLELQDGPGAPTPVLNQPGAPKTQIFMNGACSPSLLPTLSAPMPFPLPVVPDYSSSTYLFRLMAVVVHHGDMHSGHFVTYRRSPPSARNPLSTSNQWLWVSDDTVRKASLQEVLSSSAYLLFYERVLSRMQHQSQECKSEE
# USP7 inh – inhibitors of human USP7 deubiquitinase; Ubiquitin carboxyl-terminal hydrolase 7 (Homo sapiens), Q93009; purified USP7, Ub-rhodamine cleavage fluorescence; inhibition, % at 20 µM; 0.3% of 47,000 active
# USP10 block – inhibitors of human USP10 deubiquitinase. Ubiquitin carboxyl-terminal hydrolase 10 (Homo sapiens), Q14694. purified USP10, Ub-rhodamine fluorescence, 60 min. inhibition, % at 20 µM. 1.1% of 47,000 active. AID 1645856, 2021
# UCHL1 block – inhibitors of human UCHL1 deubiquitinase. Ubiquitin carboxyl-terminal hydrolase isozyme L1 (Homo sapiens), P09936. 0.2% of 47,000 active. purified UCHL1, Ub-rhodamine cleavage fluorescence. AID 1645859, 2021. inhibition, % at 20 µM
# Target sequence (P09936 whole entry, looked up): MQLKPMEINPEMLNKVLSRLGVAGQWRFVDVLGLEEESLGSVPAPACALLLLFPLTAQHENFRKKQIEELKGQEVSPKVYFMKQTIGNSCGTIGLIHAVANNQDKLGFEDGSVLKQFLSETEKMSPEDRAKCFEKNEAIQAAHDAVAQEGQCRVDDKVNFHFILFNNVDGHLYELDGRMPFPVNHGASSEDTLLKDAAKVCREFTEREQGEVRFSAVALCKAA
# USP28 block – inhibitors of human USP28 deubiquitinase | Ubiquitin carboxyl-terminal hydrolase 28 (Homo sapiens), Q96RU2 | purified USP28, Ub-rhodamine cleavage fluorescence, 30 min | inhibition, % at 25 µM | 3% of 47,000 active
# OTUD3 inh – inhibitors of human OTUD3 deubiquitinase | OTU domain-containing protein 3 (Homo sapiens), Q5T2D3 | purified OTUD3, Ub-rhodamine fluorescence, 2 h | 0.7% of 47,000 active | inhibition, % at 25 µM
# USP8 block – inhibitors of human USP8 deubiquitinase | AID 1645853, 2021 | purified USP8, Ub-rhodamine cleavage fluorescence, 30 min | inhibition, % at 20 µM | Ubiquitin carboxyl-terminal hydrolase 8 (Homo sapiens), P40818 | 4.2% of 47,000 active
# USP17 block – inhibitors of human USP17 deubiquitinase | Ubiquitin carboxyl-terminal hydrolase 17-like protein 5 (Homo sapiens), A8MUK1 | purified USP17, Ub-rhodamine cleavage fluorescence, 3 h | inhibition, % at 50 µM | 6.5% of 47,000 active
# * hit, by the source's call; i = inactive; . = not tested or not shown. No stated cut-off is given here; in the data, active means inhibition above about 30%; inactive means the rest.
1	Cc1noc(-c2ccnc(-n3cnc(C(=O)NCC4CCCO4)c3)c2)n1 (stereo not given)
2	CCc1ccc(NC(=O)CCNS(=O)(=O)c2ccc3c(c2)CCN3C(C)=O)cc1
3	Cc1ccccc1CNC(=O)Cn1c(=O)ccn(Cc2ccc(F)cc2)c1=O
4	COc1cccc(-n2cnc3cc(C(=O)NC4CC4)ccc3c2=O)c1
5	CC(O)[C@H](NC(=O)C1(c2ccccc2)CCN(C(=O)[C@H]2CSCN2C(=O)OC(C)(C)C)CC1)C(=O)O (stereo not given in full)
6	CCCCc1nc(SCC(=O)Nc2cccc(C)c2)c2c3c(sc2n1)COC(C)(C)C3
7	O=C(NCc1ccc2c(c1)OCO2)[C@@H]1Cc2c([nH]c3ccccc23)C2c3ccccc3C(=O)N21 (stereo not given in full)
8	CCC(C(=O)N1CCn2c(C)nnc2C1)c1ccccc1 (stereo not given)
9	NC(=O)C1CCN(C(=O)CN(Cc2ccc(F)cc2)S(=O)(=O)c2ccccc2)CC1
10	Cc1ccccc1N1CCN(C(=O)c2ccc(-c3cncnc3)nc2)CC1
assay / entry	1	2	3	4	5	6	7	8	9	10
USP7 inh	0	0	-6	-7	7	1	-2	0	-1	-2
USP8 block	-28	-2	2	92*	22	0	26	-3	-9	0
OTUD3 inh	-3	-3	13	-1	16	-2	-7	-5	5	-6
USP30 block	6	5	26	-14	19	-1	-73	-6	6	-13
USP17 block	4	-8	43*	73*	17	2	1	-13	-5	-5
USP10 block	1	0	1	2	3	1	-7	0	-1	-1
UCHL1 block	1	-2	0	11	3	0	-1	-2	0	-4
USP28 block	0	5	14	-4	15	0	-13	-5	3	-6

11	COC(=O)c1ccc(NC(=O)c2ccc(COc3cc(Cl)ccc3Cl)cc2)cc1
12	COc1cccc2cc(C(=O)Nc3ccc4c(c3)OCCO4)oc12
13	Cc1nn(C)c(Sc2ccccc2N)c1[N+](=O)[O-]
14	Cc1ccc(C(=O)Nc2ccc(N3CCN(C)CC3)nc2)cc1
15	CNc1cc(C2CCCN2S(=O)(=O)N2CCOCC2)ccn1 (stereo not given)
16	CC(Oc1ccc(F)cc1)C(=O)Nc1ccc2nsnc2c1 (stereo not given)
17	COc1cc(C)cc2oc(=O)c(CC(=O)N[C@@H](CSCc3ccccc3)C(=O)O)c(C)c12
18	CCOc1ccc(NC(=O)Cn2cc(-c3ccccc3)c3ncn(C4CC4)c(=O)c32)cc1
19	Cc1cc(=O)n(CC(=O)NCc2ccccc2)c(N2CCCCC2)n1
20	CC(C)NC(=O)c1cnn2c3c(cnc12)CCCC3
assay / entry	11	12	13	14	15	16	17	18	19	20
USP7 inh	16	1	-23	-1	3	-7	-1	-5	-15	.
USP8 block	25	0	-1	-52	1	83*	8	-9	3	0
OTUD3 inh	8	2	2	-166	10	-4	-3	-70	-1	-3
USP30 block	14	1	.	i	7	-2	4	-308	7	-2
USP17 block	47*	1	-28	-121	4	34*	-1	-44	-5	0
USP10 block	15	7	-1	-2	0	3	8	-14	-1	3
UCHL1 block	0	2	-2	-5	1	3	-2	-6	-1	1
USP28 block	15	51*	.	-140	6	25	-4	-16	0	1

# Copied from above: entries 11 to 16
11	COC(=O)c1ccc(NC(=O)c2ccc(COc3cc(Cl)ccc3Cl)cc2)cc1
12	COc1cccc2cc(C(=O)Nc3ccc4c(c3)OCCO4)oc12
13	Cc1nn(C)c(Sc2ccccc2N)c1[N+](=O)[O-]
14	Cc1ccc(C(=O)Nc2ccc(N3CCN(C)CC3)nc2)cc1
15	CNc1cc(C2CCCN2S(=O)(=O)N2CCOCC2)ccn1 (stereo not given)
16	CC(Oc1ccc(F)cc1)C(=O)Nc1ccc2nsnc2c1 (stereo not given)
assay / entry	11	12	13	14	15	16
USP7 inh	16	1	-23	-1	3	-7
USP8 block	25	0	-1	-52	1	83*
OTUD3 inh	8	2	2	-166	10	-4
USP30 block	14	1	.	i	7	-2
USP17 block	47*	1	-28	-121	4	34*
USP10 block	15	7	-1	-2	0	3
UCHL1 block	0	2	-2	-5	1	3
USP28 block	15	51*	.	-140	6	25

# (listing goes on)
21	N#Cc1ccc(NC(=O)C2CC(=O)N(Cc3ccccc3)C2)cc1 (stereo not given)
22	c1ccc(-c2c(-c3ccccc3)n(Cc3ccco3)c3ncnc(NCc4ccco4)c23)cc1
23	CCc1cc(C(=O)NCc2cccnc2)nc2cc(-c3ccccn3)nn12
24	O=C(O)CC(CC(=O)Nc1ccc(Br)cc1)c1c(Cl)cccc1Cl (stereo not given)
25	COc1ccc(C(=O)NCC(c2cccnc2)S(=O)(=O)c2ccc(C)cc2)cc1OC (stereo not given)
26	CCn1c(=O)c2nscc2n(CC(=O)NCc2ccc(C)cc2)c1=O
27	Cc1cc(OCCOCCN2CCN(C)CC2)cc(C)c1Cl
28	COc1ccc(Cn2nccc2NC(=O)c2snnc2C)cc1
29	Cc1ccc(NC(=O)CN2CC[C@@]3(O)CCCC[C@H]3C2c2ccc(F)cc2)c(C)c1 (stereo not given in full)
30	CC(C)CCN1[C@H]2CCN(C(=O)c3ccncn3)CC[C@@H]2Oc2ccccc2S1(=O)=O
assay / entry	21	22	23	24	25	26	27	28	29	30
USP7 inh	-146	12	-2	.	0	-16	-6	-5	-8	-13
USP8 block	-2	19	2	2	-9	24	-7	-44	-38	-14
OTUD3 inh	-3	6	2	0	-8	2	0	0	-18	-5
USP30 block	-10	1	21	.	-11	-71	5	-3	-59	-6
USP17 block	-2	-12	0	6	-1	3	0	-12	-31	-10
USP10 block	-4	5	3	1	2	-8	0	0	-7	0
UCHL1 block	-2	6	2	-1	-1	0	1	-2	-2	-4
USP28 block	-4	9	0	.	-14	0	33*	-6	-20	-7

31	COc1ccccc1Nc1ncccc1C(=O)Nc1ccnn1C1CCCC1
32	C[C@@H](C(=O)NCCCc1ccccc1)N1C(=O)N2CCc3c([nH]c4ccccc34)[C@@]2(C)C1=O
33	COCC(=O)N1C[C@H](Oc2ccccn2)[C@H]2C[C@@H]1Cc1c2[nH]c2ccccc12
34	CC(=O)N1CCc2cc(Br)cc(S(=O)(=O)NCc3ccc(F)cc3)c21
35	O=C(c1cc([N+](=O)[O-])ccc1Cl)N1CCCCC1CO (stereo not given)
36	CCOC(=O)c1[nH]c2cc(OC)c(OC)cc2c1NC(=O)c1cc2cccc(OC)c2o1
37	Cc1ccc(C(=O)Oc2cc(N)n(S(=O)(=O)c3ccc(F)cc3)n2)cc1C
38	CCNC(=O)OC1CN(C(=O)C2CCC2)CCC(=O)N(C)c2ccccc21 (stereo not given)
39	O=C1Nc2cc3c(cc2Sc2ccccc21)OCCO3
40	Cc1ccc2sc(N3CCN(C(=O)CCc4ccccc4)CC3)nc2c1C
assay / entry	31	32	33	34	35	36	37	38	39	40
USP7 inh	-4	6	-80	-4	-39	-2	2	2	9	-1
USP8 block	-19	-3	-74	0	2	-22	-160	7	-14	7
OTUD3 inh	-13	13	-64	-11	2	-16	10	0	6	3
USP30 block	-1	20	-344	-8	-8	-61	-6	-5	60*	3
USP17 block	-4	9	-74	-23	-30	-24	-23	1	67*	0
USP10 block	-1	3	-15	-1	0	-7	7	-3	4	11
UCHL1 block	0	5	-70	-2	-1	-2	6	-1	8	6
USP28 block	-6	18	-86	-4	-10	-27	5	0	25	0

# Of the compounds above, 4 contain an NH in an aromatic ring:
7	O=C(NCc1ccc2c(c1)OCO2)[C@@H]1Cc2c([nH]c3ccccc23)C2c3ccccc3C(=O)N21 (stereo not given in full)
32	C[C@@H](C(=O)NCCCc1ccccc1)N1C(=O)N2CCc3c([nH]c4ccccc34)[C@@]2(C)C1=O
33	COCC(=O)N1C[C@H](Oc2ccccn2)[C@H]2C[C@@H]1Cc1c2[nH]c2ccccc12
36	CCOC(=O)c1[nH]c2cc(OC)c(OC)cc2c1NC(=O)c1cc2cccc(OC)c2o1
assay / entry	7	32	33	36
USP7 inh	-2	6	-80	-2
USP8 block	26	-3	-74	-22
OTUD3 inh	-7	13	-64	-16
USP30 block	-73	20	-344	-61
USP17 block	1	9	-74	-24
USP10 block	-7	3	-15	-7
UCHL1 block	-1	5	-70	-2
USP28 block	-13	18	-86	-27

# (continued)
41	CN(C)c1nc2c(c(=O)[nH]c(=O)n2C)n1CC(=O)c1ccccc1
42	O=S(=O)(c1ccc2nc(NC3CCCC3)cnc2c1)N1CCCCC1
43	Cc1cc(=O)oc2cc(OCC(=O)Nc3cccc(Cl)c3)ccc12
44	O=C(NC1CC1)c1cccn1Cc1noc(-c2ccccc2)n1
45	Cc1cc(C)c2c(N3CCOCC3)nc(C(=O)NCc3ccccc3)nc2n1
46	O=C(NCc1ccc(F)cc1)C(c1ccccc1)c1ccccc1
47	COc1ccc(-n2ncc3c2NC(=O)CC32C(=O)Nc3ccccc32)cc1 (stereo not given)
48	CCCCN(C)C(=O)c1sc2nc3n(c(=O)c2c1C)CCCCC3
49	COCCNc1c(-c2ccccc2OC)nc2cnccn12
50	CCOc1c(OC)cccc1C1CN2C(=O)CN(CCN3CCOCC3)C(=O)[C@]2(C)c2[nH]c3ccccc3c21 (stereo not given in full)
assay / entry	41	42	43	44	45	46	47	48	49	50
USP7 inh	-1	-2	8	-11	0	-1	4	4	-3	-6
USP8 block	1	-14	7	1	-68	10	0	2	-20	-18
OTUD3 inh	-4	-29	-14	-11	-9	23	-8	-1	1	-20
USP30 block	.	-123	-46	-10	-17	31*	3	13	.	-49
USP17 block	3	-19	8	-10	-9	3	3	4	-147	-21
USP10 block	-3	-7	9	-2	-3	3	0	10	-3	-3
UCHL1 block	-2	-7	-1	-2	-5	1	-5	2	-7	-3
USP28 block	.	-30	-26	-9	-8	13	2	0	.	-30

51	COc1cccc2sc(N3CCN(C(=O)CCc4ccccc4)CC3)nc12
52	O=C(c1ccco1)[C@@H]1[C@@H]2CCCN2[C@]2(C(=O)Nc3c(Cl)cccc32)[C@@]12C(=O)Nc1ccccc12
53	O=C1CC(C(=O)Nc2ccccc2F)n2ncc(-c3ccccc3)c2N1 (stereo not given)
54	O=C(c1cc(-c2cnc(-c3cccnc3)nc2)cn1CC1CC1)N1CCOCC1
55	Cc1cccc(Cl)c1-n1sc(=O)n(CC2CC2)c1=O
56	CC(C)C(=O)N1CCc2[nH]c3ccc(Cl)cc3c2C1
57	CC1CCN(C(=O)c2c[nH]c3ccc(S(=O)(=O)N(C)c4ccc(F)cc4)cc3c2=O)CC1
58	COc1ccc(-c2nn(-c3ccccc3)c3[nH]c(=O)c(CNCc4cccs4)cc23)cc1
59	CN1C(=O)C2CCCCN2c2ccc(C(=O)NC3CCCC3)cc21 (stereo not given)
60	CC(C)[C@@H](NC(=O)C1CCC(CNC(=O)Cn2c(=O)[nH]c3ccccc3c2=O)CC1)C(=O)O (stereo not given in full)
assay / entry	51	52	53	54	55	56	57	58	59	60
USP7 inh	-1	-3	-2	-1	-3	-24	-6	17	-1	0
USP8 block	13	-27	23	-114	4	-5	-30	82*	-34	-241
OTUD3 inh	10	-20	9	6	-7	-58	-10	1	-1	2
USP30 block	17	-65	8	15	-9	-257	-18	-44	-17	-46
USP17 block	6	-16	44*	4	-1	-65	0	0	-1	-37
USP10 block	1	-11	5	2	2	-9	1	9	-8	3
UCHL1 block	2	-5	1	0	-5	-6	-2	7	-3	-5
USP28 block	14	-13	18	0	-11	-44	-8	8	-5	-3

61	CCOC(=O)c1cn(C2CC2)c2cc(N3CCNCC3)c([N+](=O)[O-])cc2c1=O
62	O=C(c1ccc(Cl)cc1)N1CCSc2cc(Cl)ccc21
63	O=C(NC1CCN(Cc2ccccc2)CC1)c1cc2cc(Cl)ccc2[nH]1
64	COc1cccc([C@@H]2c3c(C)nn(-c4ccccc4)c3NC(=O)[C@H]2NC(=O)c2cccc(C)c2)c1
65	COc1ccc(C(=O)NC(=NCCc2c[nH]c3cc(OC)ccc23)Nc2nc(C)cc(C)n2)cc1
66	Cc1cc(NC(=O)C(=O)NCC2CCN(C(C)C)CC2)no1
assay / entry	61	62	63	64	65	66
USP7 inh	9	-41	-3	2	11	5
USP8 block	-125	12	-13	-14	18	8
OTUD3 inh	14	15	-11	-10	0	10
USP30 block	58*	27	-4	-10	-5	33*
USP17 block	-7	11	-7	-1	17	10
USP10 block	0	8	4	0	0	2
UCHL1 block	4	4	3	2	6	0
USP28 block	36*	15	-4	-5	3	2

# Bioassay records (PubChem)
